# Compound activity from PubChem.
# TRPM1 prom inh = MITF TRPM1 promoter inhibition in SK-MEL-5 cells; SK-MEL-5 TRPM1 promoter luciferase, 24 h; inhibition, % at 12.5 µM; actives 0.83% (n = 330,000); AID 488899;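 active = mean inhibition across replicates of 60% or more, whatever share of single replicates reaches that level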; note: values of inactives mirror those of a sister screen read the other way
# TWEAK-Fn14 inh = TWEAK-Fn14 signaling inhibition. actives 2% (n = 360,000). AID 1159606. TWEAK-stimulated Fn14 reporter cells, luciferase luminescence, 8 h. inhibition, % at 10 µM; in the data active = inhibition above about 50%
# TROY signal inh = inhibitors of TROY-dependent NF-kB signaling; AID 1347056; actives 0.98% (n = 360,000); Q293 LMP1-TROYcd NF-kB luciferase reporter, 4 h; inhibition, % at 10 µM;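 active = compounds whose plate-normalised and pattern-corrected inhibition of the luciferase reporter signal at the single screening dose is 50% or more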
# Shn3 inh set2 = Schnurri-3 reporter inhibition in Clone20 osteoblasts | Clone20 osteoblast Shn3 3'UTR firefly luciferase, 24 h | actives 0.52% (n = 360,000) | inhibition, % at 12.5 µM | AID 588674;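 active = mean inhibition of at least 75% with every replicate also reaching 75%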;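 note: 0% = median of neutral control wells and 100% = pilot-screen positive control compound; some compounds past the cut are filed as inactive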
# CF NFkB block = inhibitors of cystic fibrosis induced NF-kB | inhibition, % at 5 µM | KKLEB NF-kB-GFP reporter, PAF-induced, GFP fluorescence overnight | actives 0.86% (n = 360,000);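 active = at least 50% inhibition at 5 µM, scaled per plate between neutral and stimulator controls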;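 note: PAF is a Pseudomonas aeruginosa culture filtrate used as stimulus; plate controls were PAF-stimulated DMSO wells for no effect and unstimulated DMSO wells for full effect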
# NR2E3 ag-1 = activates human photoreceptor nuclear receptor NR2E3; GST-NR2E3/biotin-RetCOR TR-FRET, 1536-well; Q9Y5X4; inhibition of corepressor binding, % at 4.78 µM; actives 0.12% (n = 320,000); AID 2300;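 active = percent inhibition above the cutoff of mean plus 3 SD of all tested compounds, set per screening campaign, cut at about 20% in these data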;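 note: 0% = DMSO wells and 100% = biotin wells as full block of FRET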
# Target sequence (Q9Y5X4 whole entry, looked up): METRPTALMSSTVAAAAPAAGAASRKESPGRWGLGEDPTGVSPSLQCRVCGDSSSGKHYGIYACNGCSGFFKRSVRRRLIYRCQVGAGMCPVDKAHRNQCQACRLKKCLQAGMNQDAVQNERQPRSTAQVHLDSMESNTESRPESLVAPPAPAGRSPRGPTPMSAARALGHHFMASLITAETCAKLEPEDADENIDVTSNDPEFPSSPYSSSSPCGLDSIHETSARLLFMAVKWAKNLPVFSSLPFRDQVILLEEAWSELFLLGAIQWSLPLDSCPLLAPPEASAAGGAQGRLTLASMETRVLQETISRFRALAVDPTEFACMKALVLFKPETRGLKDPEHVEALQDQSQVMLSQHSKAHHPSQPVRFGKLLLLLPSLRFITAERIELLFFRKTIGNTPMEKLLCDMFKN
#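 Test system: GST-NR2E3 and biotin-RetCOR proteins | Quantity: 1.35 nM GST-tagged NR2E3 final | Medium: Tris pH 7.5 | Also added: 7 nM biotin-RetCOR | Dosing: Compound at 4.8 µM, single dose | Timing: 5 h at 4 °C | Detection: Time-resolved FRET | Read-out basis: Percent inhibition | Benchmarks: Biotin wells as high control, 0.6% DMSO wells as low control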
# Peg3 prom inh = Peg3 promoter activity inhibition. inhibition, % at 20 µM. HeLa PEG-Prom luciferase reporter, luminescence, overnight. actives 1.7% (n = 360,000);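 active = inhibition of at least 50% at 20 µM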
# KKLEB tox = CF airway cell cytotoxicity counter-screen. KKLEB CF airway cells viability, ATPlite luminescence, overnight; stronger effect = lower value; cells stimulated with P. aeruginosa culture filtrate. activity change (cytotoxicity), % at 5 µM. actives 0.36% (n = 360,000). AID 602141;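 active = corrected activity change at or below -50% at 5 µM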
# NR2E3 ag-2 = agonists of human NR2E3 nuclear receptor. Q9Y5X4. CHO-S Gal4-NCOR/VP16-NR2E3 two-hybrid, luciferase. inhibition of corepressor binding, % at 3.98 µM. actives 0.35% (n = 360,000). AID 602229;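 active = inhibition above the mean of all tested compounds plus 3 SD, cut at about 70% in these data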;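 note: 0% = DMSO with NR2E3 transfected cells and 100% = cells lacking NR2E3 construct; higher means lower luciferase signal from less NR2E3 corepressor binding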
# TRAIL sens C8 = caspase-8 TRAIL sensitization | NB7+C8 cells + TRAIL, ATPlite viability luminescence | inhibition (viability loss, TRAIL sensitization), % at 10 µM | actives 1% (n = 360,000) | AID 624354;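 active = compounds causing at least 50% loss of cell viability in the single-dose screen, relative to plate controls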
# HIF-2a block = inhibitors of HIF-2a; 786-0 RCC cells HIF-2a reporter, luciferase luminescence, overnight; inhibition, % at 18.8 µM; actives 0.72% (n = 360,000); AID 624352;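 active = inhibition of the luminescence signal of 40% or more relative to plate controls, in a single-dose primary screen at 18.75 µM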
# An asterisk follows results filed as active; x = not tested or not shown. This is a subset; rates above refer to the full screens.
1: COc1ccc2cc(CCNC(=O)C(C)(C)C)c(=O)[nH]c2c1
2: CCC1CCCCN1C(=O)COc1ccc(N(C)S(=O)(=O)c2ccc(C)cc2)cc1 (configuration not stated)
3: Cc1ccc([C@@]2(OC(=O)c3ccccc3)C(=O)N(C(=O)OC(C)(C)C)c3ccccc32)cc1
4: CN(C)c1cccc(N(C)C)c1CNC(=O)C(C)(C)C
5: CCCCOC(=O)Nc1nnc(CC)s1
6: CCOc1ccc(-c2nc3c(s2)CCc2onc(-c4ccc(OC)cc4)c2-3)cc1
7: COCCCNC(=S)N(Cc1ccccc1)Cc1ccc(F)cc1
8: CC(C)C(=O)Nc1ccc(C(=O)NNC(=O)CCCOc2ccc(Cl)cc2Cl)cc1
9: COc1ccccc1NC(=O)N1CCN(c2ccc3nncn3n2)CC1
10: Cc1ccc(N(Cc2ccccc2)C(=O)CN2C(=O)NC3(CCCC3)C2=O)cc1
Compound	1	2	3	4	5	6	7	8	9	10
TRPM1 prom inh	-7	13	x	x	-25	2	-7	5	x	-17
TWEAK-Fn14 inh	10	-3	3	-5	-6	-16	-4	17	-18	8
TROY signal inh	-11	-12	14	-3	-32	-6	-3	2	1	-27
Shn3 inh set2	-12	18	x	73	-35	-18	10	5	-16	-31
CF NFkB block	-17	2	x	-13	-7	-17	7	-5	-17	-13
NR2E3 ag-1	-1	3	x	0	-2	1	-11	4	3	-4
Peg3 prom inh	-14	28	x	7	-94	5	9	15	5	-19
KKLEB tox	-10	-9	x	-13	-2	13	-3	-17	4	-5
NR2E3 ag-2	-11	-1	6	-36	-67	-15	1	-6	-18	-1
TRAIL sens C8	-12	8	13	-9	23	15	-2	-18	4	0
HIF-2a block	-38	11	13	18	-136	-3	-20	33	20	-11

11: COc1ccc(C(C)(NC(C)=O)c2nc(-c3cccc(NC(C)=O)c3)cs2)cc1 (configuration not stated)
12: COC(=O)[C@]1(Cc2ccccc2)N[C@H](CN(C)S(=O)(=O)c2ccc(C(C)(C)C)cc2)[C@@H]2C(=O)N(C)C(=O)[C@@H]21
13: CC(=O)c1c(C(C)=O)c(C)n(Cc2ccc3c(c2)OCO3)c1C
14: NC(=O)c1ccccc1NC(=O)CCCCCn1nnc2ccccc2c1=O
15: CCCOc1ccccc1C(=O)N(Cc1ccc(C)o1)C1CCS(=O)(=O)C1 (configuration not stated)
16: C[C@@H](c1ccccc1)N1C[C@@H](COCc2ccccc2)Oc2cc(N3CC[C@@H](O)C3)ccc2S1(=O)=O
17: O=C(Nc1ccccc1)Nc1ccc(Cl)c([N+](=O)[O-])c1
18: CO/C(N)=C(\C#N)N=Cc1ccccc1Cl
19: CN(c1ccccc1)S(=O)(=O)c1cc(C(=O)OCC(N)=O)ccc1Cl
20: O=C(Cn1ccc(NC(=O)OCc2ccccc2)nc1=O)NCCN1CCOCC1
Compound	11	12	13	14	15	16	17	18	19	20
TRPM1 prom inh	x	-1	13	5	-3	x	-24	-19	11	-15
TWEAK-Fn14 inh	2	-18	3	12	1	17	-16	-24	-12	-9
TROY signal inh	-5	-10	22	-2	-2	10	-34	-19	4	8
Shn3 inh set2	0	16	37	10	-19	x	-19	-25	-13	-29
CF NFkB block	-2	5	5	-11	-12	x	12	0	11	2
NR2E3 ag-1	x	x	2	-3	2	x	-3	2	-1	1
Peg3 prom inh	7	8	9	10	26	x	-81	-119	16	7
KKLEB tox	12	3	2	-1	2	x	14	6	1	-2
NR2E3 ag-2	-15	-13	1	9	-21	-22	-25	-67	-7	-30
TRAIL sens C8	-16	3	24	2	0	3	-1	3	-10	4
HIF-2a block	6	-1	18	-5	8	7	-140	-103	16	10

21: CCN1C(=O)NC2C1N(S(C)(=O)=O)CCN2S(C)(=O)=O (configuration not stated)
22: OC1(c2cccs2)CN(c2ccc(Cl)cc2)C2=[N+]1CCCS2 (configuration not stated)
23: CC(C)=C1SC(N2CCN(c3cccc(C)c3)CC2)=NC1=O
24: COc1ccc(NC(C)=O)cc1S(=O)(=O)N1CCN(C/C=C/c2ccccc2)CC1
25: N#Cc1ccccc1OCC(=O)OCC(=O)N1CCCC1
26: O=C(COC(=O)/C=C/c1ccc(S(=O)(=O)N2CCCCCC2)cc1)NCc1ccccc1Cl
27: COc1ccc(S(=O)(=O)NCC(c2ccco2)N2CCc3ccccc3C2)cc1 (configuration not stated)
28: Cc1cccc(C)c1OCc1cc(C(=O)N(Cc2nccn2C)C(C)C)no1
29: CCOc1ccc(S(=O)(=O)NCc2ccc(F)cc2)c2cccnc12
30: CCOc1ccc(C(=O)NC(C(=O)NCc2ccccn2)C(C)C)cc1 (configuration not stated)
Compound	21	22	23	24	25	26	27	28	29	30
TRPM1 prom inh	9	-6	11	-2	-5	3	-1	-3	-1	13
TWEAK-Fn14 inh	-13	-2	16	3	8	10	8	2	-12	-12
TROY signal inh	24	-6	5	10	2	9	-12	-29	1	6
Shn3 inh set2	-36	-3	-7	3	-21	-12	8	-1	5	-4
CF NFkB block	-8	2	-4	-19	-27	-5	-24	-35	4	2
NR2E3 ag-1	0	3	0	0	x	2	2	-4	2	5
Peg3 prom inh	6	-2	-6	13	5	-32	14	-32	16	0
KKLEB tox	2	-4	9	5	2	-5	9	-4	4	-2
NR2E3 ag-2	-15	-4	-6	-4	-22	3	3	-22	-11	-13
TRAIL sens C8	-3	13	-3	5	13	1	0	-21	6	-13
HIF-2a block	9	22	-19	8	13	13	-25	-40	16	24

# Rewritten as tab-separated lines: entries from further up
item	compound	TRPM1 prom inh	TWEAK-Fn14 inh	TROY signal inh	Shn3 inh set2	CF NFkB block	NR2E3 ag-1	Peg3 prom inh	KKLEB tox	NR2E3 ag-2	TRAIL sens C8	HIF-2a block
25	N#Cc1ccccc1OCC(=O)OCC(=O)N1CCCC1	-5	8	2	-21	-27	x	5	2	-22	13	13
26	O=C(COC(=O)/C=C/c1ccc(S(=O)(=O)N2CCCCCC2)cc1)NCc1ccccc1Cl	3	10	9	-12	-5	2	-32	-5	3	1	13
27	COc1ccc(S(=O)(=O)NCC(c2ccco2)N2CCc3ccccc3C2)cc1 (configuration not stated)	-1	8	-12	8	-24	2	14	9	3	0	-25
28	Cc1cccc(C)c1OCc1cc(C(=O)N(Cc2nccn2C)C(C)C)no1	-3	2	-29	-1	-35	-4	-32	-4	-22	-21	-40
29	CCOc1ccc(S(=O)(=O)NCc2ccc(F)cc2)c2cccnc12	-1	-12	1	5	4	2	16	4	-11	6	16
30	CCOc1ccc(C(=O)NC(C(=O)NCc2ccccn2)C(C)C)cc1 (configuration not stated)	13	-12	6	-4	2	5	0	-2	-13	-13	24

# Further entries:
31: Cc1ccc(S(=O)(=O)N2CCOCC2)cc1C(=O)NC1=NCCS1
32: CC(C)(C)c1cc[n+](-c2nc([O-])sc2C=O)cc1
33: COCCN(C(=S)Nc1ccc(C)cc1C)C(C)c1cccs1 (configuration not stated)
34: O=C(OCC(=O)N(C1CCCCC1)C1CCCCC1)c1cnccn1
35: COc1ccccc1NC(=O)CSc1ncnc2c1oc1ccccc12
36: Nc1nc(NCCCN2CCOCC2)nc(Nc2ccc(Cl)cc2)c1[N+](=O)[O-]
37: COc1cc2c(C(=O)NCc3ccc4c(c3)OCO4)cn(C)c(=O)c2cc1OC
38: COc1ccc(/C=N/Nc2nncn2N)cc1Br
39: C/C(=N\NC(=O)Cc1c(C)[nH][nH]c1=O)c1cccc(Br)c1
40: CCOc1cc2[nH]c(=S)n(Cc3ccc(C(=O)NCCOC)cc3)c(=O)c2cc1OCC
Compound	31	32	33	34	35	36	37	38	39	40
TRPM1 prom inh	0	0	4	-1	3	x	7	-4	0	11
TWEAK-Fn14 inh	4	-14	-12	4	-9	-10	-3	-36	-6	-23
TROY signal inh	-2	-3	13	-16	15	1	1	1	0	-17
Shn3 inh set2	7	5	-12	-5	13	-10	-8	7	-13	25
CF NFkB block	-1	-5	-12	-3	13	-24	0	-15	-2	-7
NR2E3 ag-1	x	-1	-2	0	-2	4	3	3	-1	8
Peg3 prom inh	2	0	-6	0	4	32	6	-15	7	9
KKLEB tox	10	8	4	10	-17	-22	5	-4	-10	-26
NR2E3 ag-2	-8	-14	-22	-5	7	-9	-9	-31	-7	7
TRAIL sens C8	-10	1	-6	-6	4	2	-11	-17	-9	15
HIF-2a block	5	19	14	5	1	-18	10	-23	6	24

# Copied from the list:
# Under TRAIL sens C8, COCCN(C(=S)Nc1ccc(C)cc1C)C(C)c1cccs1 (configuration not stated) reads -6
# Under Shn3 inh set2, O=C(OCC(=O)N(C1CCCCC1)C1CCCCC1)c1cnccn1 reads -5
# Under TROY signal inh, COc1ccc(/C=N/Nc2nncn2N)cc1Br reads 1

# New compounds follow
41: COCCN1C(=O)CCC1(C)c1nnnn1Cc1ccccc1 (configuration not stated)
42: Cc1ccc(CNC(=O)C2CC=CCC2C(=O)O)cc1 (configuration not stated)
43: Cc1ccc(Cl)cc1N1CCN(C(c2ccc(C#N)cc2)c2nnnn2C2CCCC2)CC1 (configuration not stated)
44: CN(C(=O)COC(=O)/C=C/c1ccc(S(=O)(=O)N2CCc3ccccc32)cc1)C1CCS(=O)(=O)C1 (configuration not stated)
45: CC(Sc1nnnn1C1CC1)C(=O)Nc1cccc(S(=O)(=O)N2CCOCC2)c1 (configuration not stated)
46: O=c1oc(Nc2cccc(F)c2)nc2ccccc12
47: COC(=O)[C@@H]1Cc2c([nH]c3ccccc23)C2CCC(=O)N21 (some centres not stated)
48: COc1ccc(Cl)cc1Nc1nc(N)nc(C(F)(F)F)n1
49: Cc1ccc(NC(=O)c2ccc(OCC3CCCO3)cc2)c(C)c1 (configuration not stated)
50: CCCCc1c(O)nc(SCC(=O)c2ccccc2)n(-c2ccccc2OC)c1=O
51: O=C(CCN=C1NS(=O)(=O)c2ccccc21)Nc1ccc(Cl)cc1F
Compound	41	42	43	44	45	46	47	48	49	50	51
TRPM1 prom inh	x	-5	-10	1	6	-15	8	11	x	3	-8
TWEAK-Fn14 inh	-3	8	0	-9	-15	34	-9	14	-9	-21	-5
TROY signal inh	-5	-24	25	19	3	-11	7	-11	12	3	3
Shn3 inh set2	x	-6	-7	3	0	-64	-2	-9	4	x	-15
CF NFkB block	x	-6	-6	12	-4	-2	-11	-11	8	-9	4
NR2E3 ag-1	x	1	-2	-3	x	3	x	-1	-1	1	1
Peg3 prom inh	x	0	2	2	-2	-128	5	8	2	-14	-20
KKLEB tox	x	2	-12	-3	11	7	2	3	3	10	3
NR2E3 ag-2	-9	2	-26	11	11	-107	5	-3	1	-23	-4
TRAIL sens C8	-6	-7	4	-5	-8	13	12	8	-8	14	-2
HIF-2a block	2	21	9	13	-6	-154	8	1	-5	-15	-25
